PPARg SRC-1 ag – promotes SRC-1 coactivator recruitment by human PPARgamma. P37231. PPARgamma-SRC-1 coactivator recruitment biochemical assay. activation, % at 8 µM. 200,000 compounds, 0.41% hits; in the data active = activation above about 19%;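 note: 0% = DMSO and 100% = reference agonist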
Target sequence (P37231 whole entry, looked up): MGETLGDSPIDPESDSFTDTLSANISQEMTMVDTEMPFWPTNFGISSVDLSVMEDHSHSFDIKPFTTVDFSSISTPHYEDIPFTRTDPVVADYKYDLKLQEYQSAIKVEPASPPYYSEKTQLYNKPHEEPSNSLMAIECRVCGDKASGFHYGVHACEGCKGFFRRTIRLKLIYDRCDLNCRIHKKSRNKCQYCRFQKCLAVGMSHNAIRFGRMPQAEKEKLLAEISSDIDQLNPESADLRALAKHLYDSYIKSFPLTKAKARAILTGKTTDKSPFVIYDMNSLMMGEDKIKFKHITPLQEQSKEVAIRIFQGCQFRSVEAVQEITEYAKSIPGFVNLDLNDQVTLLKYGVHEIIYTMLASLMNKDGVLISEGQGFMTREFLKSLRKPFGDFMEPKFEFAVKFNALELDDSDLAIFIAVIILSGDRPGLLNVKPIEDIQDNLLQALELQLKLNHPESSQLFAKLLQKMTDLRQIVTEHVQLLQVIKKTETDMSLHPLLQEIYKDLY
STAT3 inh – inhibitors of IL-6 induced STAT3 signaling. AID 862. inhibition, % at 5.5 µM. U3A cells, IL-6 STAT3-luciferase reporter, luminescence; host cell line lacks STAT1. 190,000 compounds, 0.89% hits;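 active = inhibition above the mean inhibition across all screened compounds plus 3 SD, cut at about 44% in these data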;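 note: 0% = DMSO only wells and 100% = 100 µM nifuroxazide control wells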
bIAP inhibitor – intestinal alkaline phosphatase (bovine) inhibition | purified bovine IAP, CDP-star luminescence, 30 min | inhibition, % at 20 µM | 190,000 tested, under 10 active;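 active = over 50% inhibition of intestinal alkaline phosphatase at 20 µM in the single-dose screen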
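Incubation: 30 min reaction at room temperature / Material: purified bovine intestinal alkaline phosphatase (IAP) enzyme / Input: enzyme at 1/65,000,000 dilution / Dosing: 20 µM single dose / Signal: CDP-star luminescence signal / Reagent: CDP-star chemiluminescent phosphatase substrate, 30 µM final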
PPARg SRC-2 ag – PPARgamma-driven SRC-2 recruitment agonism. 200,000 compounds, 0.34% hits. P37231. activation, % at 8 µM. PPARgamma LBD-SRC-2 recruitment, biochemical; in the data active = activation above about 22%;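 note: 0% = vehicle and 100% = reference agonist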
SRC2 TRFRET art – flags TR-FRET format artefacts in PPARgamma SRC-2 recruitment agonist screen. TR-FRET artefact counter-screen; stronger effect = higher value. TR-FRET ratio at 8 µM. 200,000 compounds, 0.4% hits; in the data active = TR-FRET ratio above about 2000; note: inactives centre near 1500
bIAP act – intestinal alkaline phosphatase (bovine) activation; purified bovine IAP, CDP-star luminescence, 30 min; stronger effect = higher value; fold of DMSO-control signal, blank-subtracted; activation factor at 20 µM; 200,000 compounds, 0.17% hits; AID 1016;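 active = activation factor of 2 or more at 20 µM, a signal rise over negative controls twice the positive control's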
TNAP act hiacc – increases human TNAP activity under high phosphate acceptor concentration; P05186; purified TNAP, CDP-star luminescence, 1 M DEA, 30 min; stronger effect = higher value; 0 = EDTA background, 1 = DMSO-only activity; activation factor at 20 µM; 200,000 tested, under 10 active;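 active = activation factor at least 2 at 20 µM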
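Measured by: Luminescent substrate turnover signal | Test system: Human TNAP | Input: TNAP 1/800 final | Dosing: 20 µM single point | Schedule: 30 min, room temperature | Controls: EDTA wells as negative control, DMSO wells as positive control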
ROMK primary – human ROMK K+ channel modulation, primary screen. P48048. 130,000 compounds, 2% hits. Tet-inducible ROMK, thallium flux fluorescence; actives lie on both sides. B-score at 10 µM;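 active = signal ratio slope over the read window, or its plate-corrected B-score, at least 3 SD from the plate mean, either direction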;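 note: B-score of the F/F0 ratio slope over 7 to 12 s after thallium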
Target sequence (P48048 whole entry, looked up): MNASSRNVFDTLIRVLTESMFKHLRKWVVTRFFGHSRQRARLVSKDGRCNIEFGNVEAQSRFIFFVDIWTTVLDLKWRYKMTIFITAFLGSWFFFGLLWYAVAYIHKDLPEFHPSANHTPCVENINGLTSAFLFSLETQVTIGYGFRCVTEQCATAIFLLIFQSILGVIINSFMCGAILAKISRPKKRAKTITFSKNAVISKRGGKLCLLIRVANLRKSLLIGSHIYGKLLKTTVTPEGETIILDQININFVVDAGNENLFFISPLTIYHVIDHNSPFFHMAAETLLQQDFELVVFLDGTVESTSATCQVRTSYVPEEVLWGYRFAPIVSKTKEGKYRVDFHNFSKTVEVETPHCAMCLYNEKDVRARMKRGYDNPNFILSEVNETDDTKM
PPARg SRC-3 ag – agonists of human PPARgamma SRC-3 coactivator recruitment; P37231; activation, % at 8 µM; 200,000 compounds, 0.26% hits; biochemical PPARgamma/SRC-3 coactivator recruitment assay; in the data active = activation above about 23%;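 note: 0% = DMSO and 100% = reference agonist; some compounds past the cut are filed as inactive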
STAT3 act – STAT3 signaling activation; U3A cells, IL-6 STAT3-luciferase reporter, luminescence; 100% = signal with IL-6 EC80 alone; activation (% of control), % at 5.6 µM; 190,000 compounds, 0.91% hits;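 active = activation above the screen-wide mean of compound activation plus 3 SD, cut at about 130% in these data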;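 note: 0% = background luminescence of wells with medium and substrate only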
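Material: human U3A cells carrying STAT3-luciferase construct. Measured by: reporter luminescence signal. Timing: compound 1 h, then IL-6 6 h at 37 °C.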
STAT1 inh – inhibitors of IFN-gamma induced STAT1 signaling; inhibition, % at 5.5 µM; 200,000 compounds, 0.35% hits; NIH 3T3 STAT1-luciferase reporter, luminescence; AID 920;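 active = inhibition above a set limit, the mean inhibition across all tested compounds plus 3 SD, cut at about 34% in these data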;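 note: 0% = IFN-gamma with DMSO and 100% = IFN-gamma with 300 µM nifuroxazide; values of inactives mirror those of a sister screen read the other way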
An asterisk follows results filed as active; . = not tested or not shown.

SMILES	PPARg SRC-1 ag	STAT3 inh	bIAP inhibitor	PPARg SRC-2 ag	SRC2 TRFRET art	bIAP act	TNAP act hiacc	ROMK primary	PPARg SRC-3 ag	STAT3 act	STAT1 inh
Cc1cc(C)nc(SCC(=O)Nc2cccc(S(=O)(=O)N(C)C)c2)n1	-3	10	-18	-9	1702	1.2	1	0.014	-3	92	19
O=C(CSc1ncnc2c1oc1ccccc12)Nc1ccccc1F	33*	5	10	13	1545	0.9	1	.	27*	100	0
O=C(Cc1cnc2ncnn2c1)N1CCc2c([nH]c3ccccc23)C1c1ccccc1F (centres undefined)	6	-49	7	5	1604	0.9	1	-0.36	5	144*	8
O=C(Nc1cccnc1)C(Cc1ccccc1)n1cccc1 (centres undefined)	-4	13	6	-9	1502	0.9	1.1	.	-9	97	2
CCn1c(SC(C)C)nnc1-c1c[nH]c2ccccc12	6	17	11	1	1647	0.9	1	.	4	93	3
Cc1ccccc1CN(C)CC(=O)Nc1cccc(S(=O)(=O)N(C)c2ccccc2)c1	-7	-6	-37	3	1586	1.4	1.1	-1.6	-1	108	4
O=C(Nc1ccccc1-c1nc2ccccc2s1)c1ccc(Br)o1	-2	6	9	-5	1290	0.9	1	0.7	-4	96	2
Cc1cc(C)nc(Nc2ncc(O)n2-c2ccc(C)c(C)c2)n1	8	-3	-54	5	1560	1.5	1.1	1.2	4	103	6
CC(C)N1C(=O)CC2(CC[N+](C)(CCOC(=O)C(c3ccccc3)c3ccccc3)CC2)C1=O (centres undefined)	2	-6	2	-6	1382	1	1.1	0.043	0	105	-3
Cc1ccc(NC(=O)COc2ccc(/C=C3/SC(=Nc4ccccc4)N(Cc4cccnc4)C3=O)cc2)cc1	6	10	3	2	1614	1	0.9	0.0052	-11	98	-2
COc1ccc(-n2c3c(cc(C(=O)Nc4ccc5c(c4)C(=O)NC5=O)c2=O)C(=O)CCC3)cc1	7	-11	.	3	1507	.	.	.	-1	109	0
CCS(=O)(=O)N1CCN(C(=O)CCC2CCCC2)CC1	0	-7	-3	1	1502	1	1	.	-4	109	-11
CCO[C@H]1OC(C(=O)NC2CC2)=C[C@@H](c2ccc(C(F)(F)F)cc2)[C@@H]1CCCO	-1	.	1	8	1577	1	1	.	-1	.	0
C/C(=N\NS(=O)(=O)c1ccc(C)cc1)c1cc2ccccc2oc1=O	12	0	-1	12	1616	1	1	-0.24	16	101	-6
CCCSC1=C(C#N)C(c2ccc(O)c(OC)c2)CC(=O)N1 (centres undefined)	4	7	8	0	1522	0.9	1.1	.	-6	102	3
Cc1ccccc1Nc1nc(N)nc(COC(=O)c2ccccc2)n1	11	-24	6	11	1518	0.9	1	-0.16	0	123	-22
Nc1cc(=O)[nH]c(SCC(=O)Nc2ccc(F)c(Cl)c2)n1	0	7	19	3	1506	0.8	1	0.64	-6	100	-4
c1ccc2c(C[n+]3csc4ccccc43)cccc2c1	8	-14	23	7	1602	0.8	1	.	5	121	0
CCOC(=O)c1nn(-c2ccccc2)c(=O)cc1SC(C)C	3	-2	1	2	1410	1	1	.	11	108	0
COc1cccc(C2C(C(C)=O)=C(O)C(=O)N2Cc2ccco2)c1 (centres undefined)	1	-32	0	5	1524	1	1	.	12	126	0
CCOC(=O)NC(=O)CSc1nnnn1-c1ccccc1	4	-9	4	12	1575	1	1	0.68	16	108	-7
COc1ccc(N(CC(=O)NCc2cccnc2)S(=O)(=O)c2ccccc2[N+](=O)[O-])c(OC)c1	-4	3	-5	2	1662	1	1.1	-0.13	5	101	2
COc1ccc(C2C(Oc3ccccc3)C(=O)N2c2cc(C)ccc2C)cc1OC (centres undefined)	-6	3	0	1	1452	1	1	.	-1	102	-4
O=C(NCc1cccs1)C1CCN(S(=O)(=O)N2CCCC2)CC1	9	3	8	-10	1436	0.9	1	.	5	101	1
CSc1cccc(NC(=S)N(CCCN2CCCC(C)C2)Cc2cccs2)c1 (centres undefined)	-5	8	24	3	1447	0.8	1.1	-4.4*	0	103	-6
Cc1cc(Cl)ccc1OCCCC(=O)N1CCOCC1	-5	-1	-15	-8	1278	1.1	1.1	.	-2	103	-18
O=C(COc1ccccc1)NCCn1ccc2ccccc21	-2	-9	8	7	1516	0.9	1	.	-2	110	-1
CCN(CC)C(=O)CSC1=C(C#N)C(c2cccs2)C=C(C)N1 (centres undefined)	2	-7	16	-3	1355	0.8	1	-0.0012	4	111	3
O=C(NC1CCCCC1)c1ccc(S(=O)(=O)c2ccccc2Cl)c([N+](=O)[O-])c1	-7	-5	-3	-5	1419	1	1	0.37	-5	105	2
COc1ccc(CCNC(=O)C2CCN(Cc3nc(-c4ccccc4F)oc3C)CC2)cc1OC	0	3	-18	8	1428	1.2	1	-1.6	-3	100	-7
S=C1NCCc2ccc(Cl)cc2C1c1ccccc1 (centres undefined)	-2	-5	2	-4	1495	1	1	.	6	106	3
CCOc1ccc(NC(=O)C(=S)NC2CCCCC2)cc1	6	-3	-10	11	1822	1.1	1	0.013	0	105	-31
Cn1c(=O)cc(Cl)[nH]c1=O	9	6	-2	7	1970	1	1	-0.1	6	97	-1
COc1cc(CCC(=O)Nc2ccc(C)c(S(=O)(=O)N(C)C)c2)cc(OC)c1OC	6	-2	-4	-3	1729	1	1	-0.23	0	100	8
COc1ccc(-c2noc(CN(C)CCC3CCCCO3)n2)cc1 (centres undefined)	2	10	-15	3	1484	1.1	1.1	-0.66	1	95	13
CCN(CC)S(=O)(=O)c1cc(NC(=O)C(C)N2CCN(c3ccccn3)CC2)ccc1C (centres undefined)	5	18	-57	-6	1512	1.6	1	1.1	2	91	11
CCOC(=O)C1(Cc2cccc(OC)c2)CCN(CCO)CC1	2	-6	-2	-1	1515	1	1	-0.026	3	109	-9
Cc1onc(-c2c(F)cccc2Cl)c1C(N)=S	-1	12	5	-2	1559	1	1.1	0.86	-6	97	7
COc1ccc(-c2cc(C(=O)Nc3ccc(C(N)=O)cc3)c3ccccc3n2)cc1OC	13	2	-9	13	1545	1.1	1	0.35	4	105	-23
COc1ccc(NC(=O)C2CCCN(S(=O)(=O)c3cnc[nH]3)C2)cc1 (centres undefined)	1	10	3	-1	1353	1	1	.	-3	98	-1
COc1ccc(/C=N/n2c(=O)[nH]c3c([nH]c4ccc(C)cc43)c2=O)cc1CN1CCOCC1	0	6	6	-4	1452	0.9	1.1	.	11	97	6
COc1cc(/C=C(\C#N)c2nn(CCO)c(N)c2C#N)cc(OC)c1OC	3	14	-1	-1	1592	1	1.1	-0.0058	-2	90	9
COc1ccc(CC(=O)Nc2ccc(S(=O)(=O)NC(C)C)cc2)cc1	1	12	20	-1	1677	0.8	1.1	-0.0096	0	90	7
CCOC(=O)CCC(=O)N1CCNC(=O)C1	0	-5	4	5	1722	1	1	.	1	104	-7
O=C(Nc1ccc2c(c1)OCO2)c1cc2n(n1)C(C(F)(F)F)CC(c1ccccc1)N2 (centres undefined)	6	15	15	10	1488	0.8	1.1	-0.0088	1	92	-6
C=CCn1c(SCC(=O)Nc2cc(NC(C)=O)ccc2OC)nnc1-c1ccccn1	2	-3	-4	2	1477	1	1.1	-0.43	-3	105	7
CCO[C@H]1OC(C(=O)N2CCOCC2)=C[C@@H](c2ccccc2)[C@@H]1CCCO	5	.	-15	7	1633	1.2	1	.	5	.	3

Rewritten with two lines to a compound: 12 of the compounds above.
Values in the order: PPARg SRC-1 ag | STAT3 inh | bIAP inhibitor | PPARg SRC-2 ag | SRC2 TRFRET art | bIAP act | TNAP act hiacc | ROMK primary | PPARg SRC-3 ag | STAT3 act | STAT1 inh
> CCN(CC)S(=O)(=O)c1cc(NC(=O)C(C)N2CCN(c3ccccn3)CC2)ccc1C (centres undefined)
    5 | 18 | -57 | -6 | 1512 | 1.6 | 1 | 1.1 | 2 | 91 | 11
> CCOC(=O)C1(Cc2cccc(OC)c2)CCN(CCO)CC1
    2 | -6 | -2 | -1 | 1515 | 1 | 1 | -0.026 | 3 | 109 | -9
> Cc1onc(-c2c(F)cccc2Cl)c1C(N)=S
    -1 | 12 | 5 | -2 | 1559 | 1 | 1.1 | 0.86 | -6 | 97 | 7
> COc1ccc(-c2cc(C(=O)Nc3ccc(C(N)=O)cc3)c3ccccc3n2)cc1OC
    13 | 2 | -9 | 13 | 1545 | 1.1 | 1 | 0.35 | 4 | 105 | -23
> COc1ccc(NC(=O)C2CCCN(S(=O)(=O)c3cnc[nH]3)C2)cc1 (centres undefined)
    1 | 10 | 3 | -1 | 1353 | 1 | 1 | . | -3 | 98 | -1
> COc1ccc(/C=N/n2c(=O)[nH]c3c([nH]c4ccc(C)cc43)c2=O)cc1CN1CCOCC1
    0 | 6 | 6 | -4 | 1452 | 0.9 | 1.1 | . | 11 | 97 | 6
> COc1cc(/C=C(\C#N)c2nn(CCO)c(N)c2C#N)cc(OC)c1OC
    3 | 14 | -1 | -1 | 1592 | 1 | 1.1 | -0.0058 | -2 | 90 | 9
> COc1ccc(CC(=O)Nc2ccc(S(=O)(=O)NC(C)C)cc2)cc1
    1 | 12 | 20 | -1 | 1677 | 0.8 | 1.1 | -0.0096 | 0 | 90 | 7
> CCOC(=O)CCC(=O)N1CCNC(=O)C1
    0 | -5 | 4 | 5 | 1722 | 1 | 1 | . | 1 | 104 | -7
> O=C(Nc1ccc2c(c1)OCO2)c1cc2n(n1)C(C(F)(F)F)CC(c1ccccc1)N2 (centres undefined)
    6 | 15 | 15 | 10 | 1488 | 0.8 | 1.1 | -0.0088 | 1 | 92 | -6
> C=CCn1c(SCC(=O)Nc2cc(NC(C)=O)ccc2OC)nnc1-c1ccccn1
    2 | -3 | -4 | 2 | 1477 | 1 | 1.1 | -0.43 | -3 | 105 | 7
> CCO[C@H]1OC(C(=O)N2CCOCC2)=C[C@@H](c2ccccc2)[C@@H]1CCCO
    5 | . | -15 | 7 | 1633 | 1.2 | 1 | . | 5 | . | 3
